Compound activity (PubChem BioAssay)
AMA1-RON2 inh: disrupts binding of P. falciparum AMA1 to RON2 | AlphaScreen AMA1-biotinylated RON2 peptide binding | Potency, µM (doses to about 58.2 µM), without a hit: at the top dose activity change, negative = inhibition, hits mostly inhibitors | actives 0.2% (n = 360,000);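 note: potency is the fitted concentration of half-maximal effect; 0% = vehicle wells and -100% = peptide control; nearly all actives have a fitted effect of over 45% in size; some results filed as inactive show a strong effect at the top dose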
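AMA1 (3D7) with his tag at 25 nM final met compounds first, then biotinylated RON2 peptide at 25 nM; detection used donor plus acceptor beads, 10 µg/mL apiece, read by AlphaScreen after 30 min at room temperature.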
Pf growth 48h: P. falciparum growth inhibition at 48 hours (one generation) | actives 5.9% (n = 310,000) | AID 504832 | Potency, µM (series often up to 28.7 µM), for inactives: top-dose activity change, negative = inhibition, hits mostly inhibitors | P. falciparum luciferase growth in erythrocytes, 48 h; note: potency is the fitted concentration of half-maximal effect; % is set by controls: 0 for no effect and ±100 for the full control effect
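Luminescence readout; reporter = integrated firefly luciferase in P. falciparum. RBC culture at 2% hematocrit, 0.1% parasitemia final, 37 C/5% CO2; decreased signal taken as growth inhibition.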
Pf growth 96h: P. falciparum growth inhibition at 96 hour, primary screen for plastid delayed-death inhibitors; P. falciparum luciferase reporter growth, 96 h; Potency, µM (series often up to 28.7 µM), without a hit: top-dose activity change, negative = inhibition, usual class: inhibitors; actives 6.9% (n = 320,000); AID 504834; note: potency is the fitted concentration of half-maximal effect; % is set by controls: 0 for no effect and ±100 for the full control effect
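Plates of compound plus infected erythrocytes (2% hematocrit, 0.05% parasitemia final) incubate 96 hours, 37 C, 5% CO2. Detection reagent added; reduced luminescence from the parasites' luciferase reporter flags inhibition.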
LmPK inhibitor: inhibitors of Leishmania mexicana pyruvate kinase; purified LmPK, Kinase-Glo ATP luminescence, 1 h; Potency, µM (top dose mostly 57.5 µM), inactives show top-dose activity change, negative = inhibition, most hits filed as inhibitors; actives 0.37% (n = 290,000); note: potency is the fitted concentration of half-maximal effect; % is set by controls: 0 for no effect and ±100 for the full control effect
Target sequence (Q27686 whole entry, looked up): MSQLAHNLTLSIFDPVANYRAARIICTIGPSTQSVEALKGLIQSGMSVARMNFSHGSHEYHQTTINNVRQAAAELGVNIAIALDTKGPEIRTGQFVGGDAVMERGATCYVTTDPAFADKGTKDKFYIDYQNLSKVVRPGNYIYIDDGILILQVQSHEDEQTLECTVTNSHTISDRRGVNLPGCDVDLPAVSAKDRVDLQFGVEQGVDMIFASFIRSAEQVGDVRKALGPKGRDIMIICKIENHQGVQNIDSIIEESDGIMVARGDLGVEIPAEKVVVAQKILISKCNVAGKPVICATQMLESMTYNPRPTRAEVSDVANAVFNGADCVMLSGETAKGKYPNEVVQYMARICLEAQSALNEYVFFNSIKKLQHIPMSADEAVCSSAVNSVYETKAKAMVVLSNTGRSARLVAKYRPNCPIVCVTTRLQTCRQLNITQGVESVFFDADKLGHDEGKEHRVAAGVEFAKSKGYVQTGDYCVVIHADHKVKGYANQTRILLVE
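ATP generated from ADP (0.1 mM) and PEP (0.5 mM) by 0.1 nM LmPK over 1 h at room temperature (pH 7.2 imidazole buffer) was detected by coupled luciferase luminescence. Values were normalized to uninhibited and no-enzyme wells.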
Shiga toxin inh: Shiga toxin inhibition | inhibition, % at 38.7 µM | actives 9.2% (n = 290,000) | Vero cells, Shiga toxin protein synthesis inhibition reporter; in the data active = inhibition mostly above about 28%, no sharp cut-off; inactive = mostly below about 43%; note: 0% is about no effect
CHX counter: counter-screen for Shiga toxin inhibitors: cycloheximide protein synthesis inhibition; AID 2314; actives 12% (n = 300,000); max response, %; cell reporter, cycloheximide protein synthesis inhibition counterscreen; in the data active = max response mostly above about 13%, no sharp cut-off; inactive = mostly below about 14%; note: read at 38.3 µM for the half of the compounds with a filed dose; 0% is about no effect
Tb PYK inh: T. brucei pyruvate kinase inhibition; AID 624173; Potency, µM (doses to about 76.8 µM), inactives show at the top dose activity, negative = inhibition, most hits filed as inhibitors; actives 0.12% (n = 410,000); Q57TT1; TbPYK enzyme, Kinase-Glo Plus ATP luminescence, 45 min; note: potency is the fitted concentration of half-maximal effect; % is set by controls: 0 for no effect and ±100 for the full control effect; nearly all actives have a fitted effect of over 50% in size
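Readout: single end-point luminescence (Kinase-Glo Plus, 10 min). Reaction conditions were TbPYK/substrate plus 130 uM ADP, 45 min at RT, pH 7.2 TEA buffer. No-enzyme wells served as controls, and data were normalized before concentration-response fitting.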
* = called active by the depositor; ? = inconclusive; · = not tested or not shown; & = joins results of further samples; [ ] = dose if it differs, or a comment. Unless noted, calls come from the whole dose curve; as a rule, active = well fitted curve in the direction sought with a large enough effect; inconclusive = small, poorly fitted or top-dose-only effect, or another doubt; inactive = no such curve, though single readings can be large; an effect the other way counts as inactive or inconclusive.

no.	molecule	AMA1-RON2 inh	Pf growth 48h	Pf growth 96h	LmPK inhibitor	Shiga toxin inh	CHX counter	Tb PYK inh
1	CC(=O)N1CCc2c(sc(NC(=O)Cc3ccc(F)cc3)c2C#N)C1	0%	1%	1%	-7%	1	-5	2%
2	COc1ccc(C)cc1NC(=O)Nc1cccc(C(=O)O)c1	8%	8%	?	0%	-4	6	1%
3	Cc1ccn2c(CNCCn3cccn3)c(C(=O)N3CCCCCC3)nc2c1	48%[activator]	-23%	?	-2%	-3	0	-3%
4	Cc1ccc(-c2nn(-c3ccc(F)cc3)cc2C(=O)N2CCN(C3CCS(=O)(=O)C3)CC2)cc1 (centres undefined)	1%	?	?	·	·	·	1%
5	Cc1[nH]c(=O)c(C#N)cc1-c1ccncc1	8%	-4%&7%	?	0%	-9	-3	8%
6	Cn1c(=O)c([N+](=O)[O-])c(Cl)c2ccccc21	5%	-7%	-3%	-2%	3	-1	-17%
7	CC(=O)n1cc(Nc2ccccc2C(=O)O)c2ccccc21	16%	-6%	9%	5%	13	-1	0%
8	CC(C)(C)NC(=O)C(=O)NNC(=O)c1ccco1	63%[activator]	25%	?	1%	-6	11	-3%
9	O=C(CCNC(=O)c1ccco1)NCCc1ccc(Cl)cc1	-2%	7%	?	-9%	-19	10	-3%
10	Cc1csc(NC(=O)COCC(=O)O)c1-c1nc2ccccc2s1	57%[activator]	10%	12%	2%	2	1	-5%
11	CN1C(=O)/C(=C/c2cn(CC(=O)NCc3ccco3)c3ccccc23)NC1=S	·	5%	?	-7%	-2	6	·
12	COc1cc(OC)cc(C(=O)N[C@H](C(=O)Nc2nc3ccc(S(C)(=O)=O)cc3s2)C(C)C)c1	3%	4.7µM*	?	6%	-1	11	-1%
13	O=C(NC1CCCCC1)N(Cc1nc2ccccc2c(=O)[nH]1)C1CCCC1	17%	?	3%	0%	-23	-3	2%
14	COc1ccc(C2=[N+]([O-])C(C)(C)N(O)C2C)cc1 (centres undefined)	27%	-18%	?	-6%	10	-1	4%
15	CCOc1cc(/C=C2\C(=O)N(c3cccc(C(F)(F)F)c3)C(=O)c3ccccc32)ccc1O	13%[2.32 µM]	5%	-12%	-1%	-5	-6	-10%
16	O=C(C1CCCC1)N1CCN=C1SCc1cccc([N+](=O)[O-])c1	-1%	?	?	5%[11.5 µM]	-11	-6	2%
17	CC(C)(C)NC(=O)CSc1nc(O)cc(=O)n1-c1ccccc1F	0%	2.6µM*	42%[activator]	1%	-1	-5	-17%
18	Cc1c(N=C2C=C(Br)C(=O)C(Br)=C2)c(=O)n(-c2ccccc2)n1C	?	-14%	?	?	15	5	-29%
19	Cc1ccc(O)c(C(=O)c2coc(=N)c(C(=O)NC(C)C)c2)c1	-8%	?	·	4%	-5	-4	9%
20	Cc1ccc(S(=O)(=O)NNC(=S)NCCc2ccccc2)cc1	75%[activator]	0%	70%[activator]	5%	1	-2	-20%
21	COC(=O)c1cnc2c(C(F)(F)F)cccc2c1OC	4%	17%	-2%[5.75 µM]	-6%	-6	2	-3%
22	COc1cc(Br)c(CN2C(=O)NC3(CCCCCC3)C2=O)cc1OC	-10%	-1%	0%	-2%	-4	2	3%
23	Cc1ccccc1CSc1nnc(CCCCCNC(=O)OC(C)(C)C)o1	0%	?	-19%	-3%	-2	-2	5%
24	COc1ccc(/C=C/c2nc3ccccc3n2Cc2ccc(OC)c(OC)c2)cc1	0%	0%	-85%	-23%	57*	70*	-5%
25	O=C(NCCN1C(=O)S/C(=C\c2ccc(OC(F)F)cc2)C1=O)C1=COCCO1	16%	-24%	-21%	·	·	·	-3%
26	Cc1nc(Cl)cc(N/N=C/c2ccc(O)cc2)n1	-4%	11%	-20%	-1%	49*	19*	0%
27	Cc1ccc(CNC(=O)CN(C)S(=O)(=O)c2cccc3nsnc23)cc1	16%	-7%	48%[activator]	4%	-8	-1	2%
28	O=C(CSc1nnnn1C1CCCCC1)Nc1ccccc1N1CCOCC1	-5%	33%[activator]	-23%	-4%	7	10	1%
29	O=C(CC12CC3CC(CC(C3)C1)C2)N1CCCC1	-2%	·	-13%	6%	-9	7	2%
30	COC(=O)C(CCSC)NC(=O)c1cc2c(n(-c3ccc(C)cc3)c1=O)CCCC2=O (centres undefined)	-1%	23%	?	27%	25	19*	-2%
31	CN(CC(=O)Nc1ccc(N2CCOCC2)cc1)C(=O)CCNC(=O)c1ccccc1Cl	-21%	2%	26%	·	·	·	-1%
32	Cc1cc(N/N=C2/CCCc3ccccc32)nc2ccccc12	6%	?	?	-4%	57*	54*	1%
33	CC1CCCN(CCCNC(=O)c2nn(C)c3c2CSc2ccccc2-3)C1 (centres undefined)	-2%	-8%	-17%	7%	-5	-4	3%
34	CN1CCN(C(=O)c2ccc(N(C)S(=O)(=O)c3cccs3)cc2)CC1	3%	20%	0%	-4%	-8	10	4%
35	Cc1ccc(NC(=O)c2cccc3c2-c2ccccc2C3=O)cc1C	-12%	-9%	·	5%	31	-2	6%
36	CCOc1ccc(C(=O)N2CCCN(C(=O)c3ccc(OCC)cc3)CC2)cc1	-4%	-8%	1%	-1%	-7	-1	2%
37	CCn1cc(SCC(=O)NCc2ccc3c(c2)OCO3)c2ccccc21	-23%	?	-23%	0%	-8	-1	-18%
38	CCOc1ccc(C2NC(=O)c3sc(=S)n(-c4ccccc4)c3N2)cc1 (centres undefined)	-11%	4.1µM*	5.9µM*	0%	-4	-5	-26%
39	COc1ccccc1NC(=O)Cc1nnc(SCC(=O)NC2=NCCS2)n1C	13%	-10%	-1%	-1%	16	2	4%
40	Cc1cc(NS(=O)(=O)c2ccc(NC(=O)c3cc4ccccc4o3)cc2)nc(C)n1	2%	·	31%[activator]	0%	-7	-7	5%
41	CCOC(=O)C1CCN(CC(=O)c2c(C)[nH]c3cc(C)ccc23)CC1	-4%	-30%	89%[activator]	-2%	3	-5	3%
42	CC(C)C(=O)Nc1nnc(Cc2ccccc2)s1	10%	0%	?	-2%	-13	-1	5%
43	Cc1c(C(=O)Nc2nnc(C3CC3)s2)oc2c(Cl)cccc12	-15%	16%	7%	·	·	·	-3%
44	CC(=O)/C(C#N)=C1\NC(=O)C(Cc2ccccc2C)S1 (centres undefined)	-4%	?	-18%	5%	27	16*	-6%
45	CCOc1ccc(-n2c(=O)c3ccccc3c3ccccc3c2=O)cc1	-8%	-31%	5%	2%	2	1	0%

Reformatted with values under each structure: part of the list above
Below each compound – AMA1-RON2 inh | Pf growth 48h | Pf growth 96h | LmPK inhibitor | Shiga toxin inh | CHX counter | Tb PYK inh
41: CCOC(=O)C1CCN(CC(=O)c2c(C)[nH]c3cc(C)ccc23)CC1
  -4% | -30% | 89%[activator] | -2% | 3 | -5 | 3%
42: CC(C)C(=O)Nc1nnc(Cc2ccccc2)s1
  10% | 0% | ? | -2% | -13 | -1 | 5%
43: Cc1c(C(=O)Nc2nnc(C3CC3)s2)oc2c(Cl)cccc12
  -15% | 16% | 7% | · | · | · | -3%

Additional compounds follow:
no.	molecule	AMA1-RON2 inh	Pf growth 48h	Pf growth 96h	LmPK inhibitor	Shiga toxin inh	CHX counter	Tb PYK inh
46	Cc1ccc(CCN2C(=O)c3ccc(C(=O)O)cc3C2=O)cc1	·	2%	0%	·	18	-2	·
47	COC(=O)CN1C(=O)N/C(=C/c2cc3c(cc2OC)OCO3)C1=O	-5%	15%	0%	14%	-11	-9	-1%
48	CCOc1ccc(NC(=O)c2ccncc2)cc1	0%	46%[activator]	?	-11%	5	17*	-1%
49	O=C(NC(=S)Nn1cnc2c(cnn2-c2ccccc2)c1=O)c1ccc(Oc2ccccc2)cc1	81%[activator]	-9%	-7%	0%	-10	-4	-7%
50	CCn1c(CN2CCOCC2)nnc1SCC(=O)Nc1ccccc1C	-16%	-8%	5%	-7%	-8	-1	-2%
51	CCCCC(=O)N(CCOC)c1nnc(-c2cccnc2)s1	-11%	0%	3%	3%	-8	-2	1%
52	C=CCOc1c2ccc(C(=O)NCc3ccccc3OC)cc2nn1C	9%	5%	-3%	0%	-5	-3	-2%
53	COc1ccc(CNC(=O)COC(=O)/C=C/c2cccc(Br)c2)cc1	16%	-6%	10%	8%	-8	1	5%
54	COc1cc(/C=C/C(=O)c2ccc3c(c2)OCO3)cc(Cl)c1O	-3%	-23%	?	-2%	25	8	-14%
55	Cc1c(CC(=O)NCCCC(=O)O)c(=O)oc2cc3oc4c(c3cc12)CCCC4	-1%	2%	9%	-1%	-8	-3	-4%
56	O=C(COc1ccc2ccccc2c1)NNC(=O)Nc1ccc(F)cc1F	48%[activator]	7%	?	0%	-9	-2	-2%
57	COc1ccc(-n2nc([N+](=O)[O-])c(=NCc3cccnc3)n2O)cc1	5%	227%[activator]	?	-7%	26	65*	-2%
58	Cc1nc2cc(-c3sccc3-n3cccc3)nn2c(C)c1C	-5%	1%	34%[activator]	1%	60*	34*	7%
59	CC(NC(=O)C1(c2cccs2)CCOCC1)c1ccccc1 (centres undefined)	-10%	-7%	-21%	-8%	-9	-3	-2%&2%
60	CCOC(=O)N1CCN(C(=O)CNC(=O)c2ccc(Cl)cc2Cl)CC1	-4%	?	?	·	·	·	1%
61	O=C(COc1ccccc1)Nc1ccccc1NS(=O)(=O)c1cccs1	-17%	0%	-2%	1%	17	-2	-2%
62	CC(C)Sc1nc(SCC(=O)O)c2c3c(sc2n1)COC(C)(C)C3	-2%	?	?	-1%	54*	43*	4%
63	CC(C)C(C(=O)NCc1ccccc1)N(CC1CCCO1)C(=O)CNS(=O)(=O)c1ccccc1 (centres undefined)	-1%	?	-4%	0%	-8	-5	4%
64	COC(=O)c1sc(N)c(C(=O)OC)c1COC(=O)CNS(=O)(=O)c1ccc(C)cc1	-2%	5%	8%	0%	-5	0	-7%
65	CCOC(=O)N1CCC(Nc2ncnc3c2cnn3-c2ccccc2)CC1	-6%	?	33%[activator]	4%	18	3	-4%
66	COc1cc(OC)cc(C(=O)N[C@H](C(=O)OCC(=O)c2ccc3c(c2)NC(=O)CO3)C(C)C)c1	12%	3%	-1%	-1%	-7	-2	-8%
67	COc1ccc(N2CCN(C(=O)c3cc(-c4cc(OC)ccc4OC)nc4ccccc34)CC2)cc1	5µM*	?	-15%	2%	-1	-1	-8%
68	Cc1ccc(/C=C/c2onc(C)c2S(=O)(=O)N2CCC(C(=O)NC(C)(C)C)CC2)cc1	-1%	?	?	5%	18	-2	-5%
69	O=C(COC(=O)COc1ccccc1)NCc1ccco1	18%	45%[activator]	-19%	·	·	·	0%
70	CC1=C(C(=O)c2ccccc2)C(c2cccc([N+](=O)[O-])c2)NC(=S)N1 (centres undefined)	19%	?	?	6%	18	5	-3%
71	CC(C)(C)c1ccc(N2C(=O)CSC2c2cccnc2)cc1 (centres undefined)	-24%	1.2µM*	?	0%	-2	-1	4%
72	O=C1Nc2ccccc2C(O)(C(=O)NC2CC2)N1c1ccc(Cl)c(Cl)c1 (centres undefined)	0%	-11%	?	1%	-18	-3	9%
73	CCCCc1nnc(NC(=O)CCN2C(=O)C3CC=CCC3C2=O)s1 (centres undefined)	0%	?	?	·	·	·	7%

The order is random; any-hit rate near 21%.
